Cneo AK release: Cryptococcus neoformans lysis via adenylate kinase release; C. neoformans lysis, adenylate kinase release luminescence, 4 h; normalised: neutral wells 0, clomiphene wells 100; lysis activity, % at 15 µM; actives 0.2% (n = 360,000);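 active = mean lysis activity across replicates of at least 80%, whatever share of replicates individually reach that level; inactive = mean lysis activity below 80%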
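Assay system: log-phase C. neoformans yeast / Quantity: yeast cell density of 5 × 10^6 cells/mL / Medium: fresh YPD growth medium / Compound: single dose / Timing: static 4 h at 37 °C with compound, 1 h detection / Measured by: adenylate kinase release luminescence / Read-out: lysis from increased AK signal / Benchmarks: Clomiphene as positive lysis control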
miR122 inh: blocks miR-122 activity in Huh7 sensor cells; Huh7 miR-122 Renilla luciferase sensor, 48 h; neutral wells = 0, positive control = 100; activation (reporter increase), % at 12.5 µM; actives 0.3% (n = 340,000); AID 602342;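 active = mean replicate activation score at least 90 and every replicate individually at or above 90; inconclusive = only one of the two criteria met; inactive = neither criterion met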;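 also: higher luciferase means less miR-122 activity so hits act as miR-122 inhibitors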
FN deposit inh: fibronectin deposition inhibition; inhibition, % at 12.6 µM; actives 0.086% (n = 350,000); AH1F fibroblasts, Alexa488-fibronectin deposition fluorescence, overnight; AID 743247;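 active = mean inhibition across replicates of 30% or more, regardless of how many single replicates reach that level; inconclusive = mean under 30% yet at least half of replicates reach 30%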;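 also: positive control wells lacked labelled fibronectin entirely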
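Assay system: AH1F fibroblasts assembling fluorescent fibronectin matrix; Amount: 10000 AH1F cells per well; Buffer or medium: DMEM, 2% serum; Probe or stimulus: Alexa488-fibronectin, 24 nM final in well; Doses: single compound dose, delivered by pin transfer; Incubation: 1 h adhesion, overnight exposure; Measured by: fluorescence 485/525 nm; Read-out: fibronectin deposition inhibition.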
PGC1a acetyl inh: lowers PGC1a acetylation signal in U2OS cells; AlphaScreen anti-acetyl-lysine; with virally co-expressed GCN5 acetyltransferase; actives 0.17% (n = 350,000); AID 651687; inhibition, % at 15.6 µM;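 active = every replicate shows inhibition of at least 40%; inconclusive = mean inhibition at least 40% but some replicate below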;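 also: 0% = neutral control wells and 100% = positive control wells; some results beyond the cut were filed as inactive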
CFTR F508del cor: CFTR F508del correction in bronchial cells; CFBE cells, YFP halide quenching; stimulated with forskolin plus potentiator P3; % fluorescence drop versus neutral controls; AID 720511; activity (quench increase), % at 7.58 µM; actives 0.36% (n = 350,000);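 active = mean added fluorescence quench of at least 8% versus neutral control, with both replicates also reaching 8%; inconclusive = only one of the mean or replicate conditions met; inactive = mean below 8% and not both replicates reaching 8%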;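 also: cells transiently co-express mutant CFTR-F508del with the halide-sensitive YFP; corrector assay measuring rescue of mutant channel to the surface after 24 h compound exposure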
Statin myotox sup: suppressors of simvastatin-induced myotoxicity in C2C12 myotubes. ATP luminescence, 48 h; scaled: DMSO 0, geranylgeraniol control 100. rescue of ATP level, % at 7.49 µM. actives 0.78% (n = 330,000). AID 602340;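 active = mean ATP rescue above about 67%, or every replicate alone reaching that limit, limit read from the data, passing the limit was not always enough; inconclusive = no clear call, values can overlap the other calls; inactive = mean under the limit and some replicate under it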;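 also: myotubes were challenged with 10 µM simvastatin during compound exposure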
INS-1E GSIS act: primary screen for activators of insulin secretion dependent on glucose, INS-1E cells, GLuc reporter luminescence; INS-1E GLuc reporter insulin secretion, 2-3 h; activation, % at 16.6 µM; actives 0.61% (n = 370,000); AID 743287;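 active = lowest replicate activation of at least 40%, so every replicate reaches that level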;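 also: 0% = median of neutral control wells and 100% = median of IBMX positive control wells; some compounds called inactive have numbers as strong as hits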
PglD inh: PglD (C. jejuni) enzyme inhibition; purified PglD enzyme, DTNB colorimetric CoA detection; inhibition, % at 12.5 µM; actives 0.098% (n = 360,000); AID 602405; in the data active = inhibition above about 16%, passing the limit was not always enough; inconclusive = no clear call, values can overlap the other calls; also: strong numbers were not always called active
* marks the source's active call; other numbers are inactive results; u = inconclusive; x = not tested or not shown; [ ] = another dose, or the depositor's remark.

SMILES | Cneo AK release | miR122 inh | FN deposit inh | PGC1a acetyl inh | CFTR F508del cor | Statin myotox sup | INS-1E GSIS act | PglD inh
CCC(C)(C)n1nnnc1C(c1ccccn1)N1CCCCC1 (stereo unspecified) | 2 | 0 | x | 8 | x | 2 | x | -4
CCOC(=O)N1CCN(C(=O)c2cccc(OC)c2OC)CC1 | -2 | 1 | -24 | 11 | x | -1 | x | 1
Cc1ccc(-n2c(SCC(=O)O)nc3sc4c(c3c2=O)CCCC4)cc1 | 0 | -7 | 0 | 5 | 0.6 | 9 | 10 | x
CCCNC(=O)C[C@@H]1C[C@H]2c3cc(NC(=O)C4CCOCC4)ccc3O[C@H]2[C@@H](CO)O1 | 2 | 3[16.7 µM] | 6 | -2 | 2.3 | 3 | 11 | -2
COc1cccc(COC(=O)C2CCN(C(=O)c3ccccc3C)CC2)c1OC | -1 | 0 | -4 | x | 0.2 | -3 | -10 | 7
COC(=O)C1(Cc2cc(-c3cccnc3)no2)CCN(C(=O)OC(C)(C)C)CC1 | 1 | -2 | 7 | -4 | 0.9 | -4 | -10 | -4
O=C(NC1CCCC1)[C@@H]1[C@@H](CO)[C@@H]2Cn3c(ccc(-c4cccnc4)c3=O)[C@H]1N2CCc1ccccc1 | -7 | 2[16.7 µM] | x | x | 1.8 | -1 | 2 | -4
OC(CN(Cc1ccccc1)Cc1ccccc1)c1ccccc1 (stereo unspecified) | 0 | -3 | 8 | -25 | -5.8 | -2 | x | 3
CCOC(=O)c1c(S(=O)(=O)NCC(=O)Nc2ccc(F)cc2F)c(C)n(C)c1C | -1 | 6 | 2 | x | -4.3 | 0 | 3 | -1
N#C/C(=C\c1cn[nH]c1-c1ccccc1Br)C(=O)O | x | 1 | -8 | -2 | -0.6 | x | 0 | x
Cc1cccc(S(=O)(=O)N2CC[C@@H]3[C@H]2c2cc(C#Cc4ccccc4F)ccc2N[C@@H]3CO)c1 | -4 | 5[16.7 µM] | 16 | 13 | 1.0 | 4 | 2 | -1
C=CCNC(=O)C(=O)Nc1ccc2c(c1)N(S(=O)(=O)c1cccs1)CCC2 | 0 | 12 | -6 | x | -0.4 | -9 | -14 | 0
CO[C@H](CN(C)S(=O)(=O)c1ccc(C)cc1)[C@@H](C)CN(C(=O)Nc1ccccc1F)[C@H](C)CO | -4 | x | 3 | 3 | 1.7 | 3 | -15 | -1
COc1ccc2c(c1)CCc1sc(NC(=O)c3ccc(C)cc3)nc1-2 | -5 | 2 | x | -26 | x | -14 | x | 0
CC(C)(C)C(=O)Nc1nnc(SCC(=O)NC2CCCC2)s1 | -1 | -2 | 3 | 5 | -2.1 | 3 | 7 | -2
COCC(=O)Nc1ccc2c(c1)C(=O)N(C)C[C@@H](OC)[C@H](C)CN(C(=O)C1CCCC1)[C@H](C)CO2 | -1 | -20[16.7 µM] | -4 | 0 | 1.0 | -3 | -10 | -2
COc1ccc(S(=O)(=O)Nc2ccc3c(c2)C(=O)N([C@H](C)CO)C[C@@H](C)[C@H](CN(C)Cc2ccncc2)OCCCC[C@@H](C)O3)cc1 | 1 | -6[16.7 µM] | x | 0 | -3.5 | x | -4 | -1
CNc1ccc(Oc2c(F)c(F)nc(F)c2F)cc1 | 0 | -7 | 3 | 11 | -0.7 | 4 | -23 | -2
CC1CCN(S(=O)(=O)c2ccc(C(=O)N3CCCCC3C(=O)O)cc2)CC1 (stereo unspecified) | -2 | -9 | 11 | 9 | 1.4 | 3 | 6 | 3
CC(=O)N1CCN(S(=O)(=O)c2ccc(C)c([N+](=O)[O-])c2)C1C(C)C (stereo unspecified) | x | x | -6 | -3 | 1.1 | x | 28 | x
COC(=O)c1c(-c2ccc(C)cc2)csc1N | 0 | -2 | 4 | 8 | 1.5 | -42 | 7 | -3
CCOc1ccc(-c2nnc3ccc(SC)nn23)cc1 | -1 | x | x | 4 | x | 6 | 5 | 0
Cc1ccc(S(=O)(=O)NCCc2ccncc2)cc1C | 0 | 81 | 8 | -4 | -2.7 | 2 | 19 | -1
Cc1ccc(CNC(=O)c2ccccc2NC(=O)CN2CCN(C)CC2)cc1 | -4 | -1 | -2 | -11 | 2.4 | -8 | -3 | 4
CCCNC(=O)[C@@H]1[C@@H](CO)[C@@H]2Cn3c(ccc(-c4ccccc4)c3=O)[C@H]1N2C(=O)Nc1ccccc1 | 1 | -7[16.7 µM] | x | x | -2.5 | -1 | -6 | 4

The listing continues:
SMILES | Cneo AK release | miR122 inh | FN deposit inh | PGC1a acetyl inh | CFTR F508del cor | Statin myotox sup | INS-1E GSIS act | PglD inh
C[C@@H]1CCCCO[C@H](CN(C)S(=O)(=O)c2ccccc2)[C@H](C)CN([C@@H](C)CO)C(=O)c2cc(NS(C)(=O)=O)ccc2O1 | 46 | 3[16.7 µM] | x | -3 | 0.1 | -1 | -2 | -2
Cc1cccc(C(=O)OCC(=O)NC(=O)NCc2ccccc2)c1 | 1 | -2 | 4 | -1 | -1.5 | -13 | 5 | 1
Cc1ccc(-c2cccc([C@H]3[C@@H]4C=CC[C@@H](C)[C@@H]4C(=O)N3Cc3ccccc3)c2)cc1 | 2 | -8 | x | 1 | 1.6 | 1 | -26 | 5
O=C(CSc1n[nH]c(-c2ccncc2)n1)Nc1ccccc1Cl | 2 | x | 5 | -35 | 0.1 | 6 | 26 | -3
CCNC1CCS(=O)(=O)C1 (stereo unspecified) | 0 | x | 1 | 2 | -5.8 | -4 | 2 | -4
CN1C(=S)SC2CS(=O)(=O)CC21C (stereo unspecified) | -2 | -12 | 5 | 5 | -1.8 | x | -1 | -1
O=c1c([N+](=O)[O-])c[nH]c2ccccc12 | -2 | -2 | 1 | x | 5.5 | 11 | -6 | -6
O=C(C[C@@H]1C=C[C@@H](NC(=O)CN2CCOCC2)[C@H](CO)O1)NC1CCCCC1 | -7 | x | 12 | u | 0.7 | -6 | 4 | 0
O=C(COC(=O)c1cccnc1SC(F)F)NC1CC1 | 0 | x | 13 | x | -2.7 | -1 | 4 | 2
O=C(NCc1cc(Cl)cc(Cl)c1)c1ccc2nc(COCCO)[nH]c2c1 | 0 | x | 3 | x | 3.9 | 0 | 2 | 2
CCOC(=O)CSC1=Nc2ccccc2C2=NC(CC(=O)NCc3ccccc3)C(=O)N12 (stereo unspecified) | 0 | 3 | -3 | 8 | x | 39 | x | -3
COc1ccc(-c2nc3c(C)cc(Br)cn3c2Cc2cccc(F)c2)cc1OC | 0 | 1 | 8 | -5 | 0.0 | 0 | -4 | 5
COc1ccccc1NC(=O)CSc1nnc(Cn2c(=O)sc3ccccc32)n1C | 1 | 5 | 14 | 3 | -2.4 | 4 | -8 | 1
CC1=C(C(=O)N2CCOCC2)C(c2cc(C)ccc2C)NC(=S)N1 (stereo unspecified) | 0 | 4 | -6 | -7 | 2.6 | 10 | 4 | 2
COCC(=O)Nc1ccc2c(c1)OC[C@H](C)N(Cc1cccnc1)C[C@H](C)[C@H](OC)CN(C)C2=O | 1 | x | -1 | -14 | 0.2 | 0 | 9 | -2
C[C@@H]1CN([C@H](C)CO)C(=O)c2cc(NS(=O)(=O)c3ccccc3)ccc2O[C@@H]1CN(C)Cc1ccc2c(c1)OCO2 | -2 | 2[16.7 µM] | -4 | -8 | -1.1 | 10 | 18 | -2
CCCCNC(=S)NNC(=O)c1cc(C2CC2)nc2ccccc12 | 2 | x | 13 | 10 | -2.7 | x | 3 | 2
Cc1cc(C)c(S(=O)(=O)N2CCCC(C(=O)NC3CCCC3)C2)c(C)c1 (stereo unspecified) | 1 | -1 | 0 | x | -0.4 | -10 | -18 | 4
C[C@H](CO)N1C[C@H](C)[C@@H](CN(C)Cc2ccccc2)Oc2ccc(NC(=O)Cc3ccccc3)cc2C1=O | -60 | 11[16.7 µM] | x | x | 1.5 | 7 | -2 | -3
Cc1cc(C)n(-c2ccc(C(=O)OCn3nnc4ccccc4c3=O)cc2)n1 | 0 | -4 | x | -1 | x | 1 | -15 | 0
O=C1CCN(Cc2ccccc2)CCN1[C@H](CO)c1ccccc1 | 2 | -7 | 1 | 0 | 2.2 | -2 | 0 | 9
Cc1c(OCC(=O)NCCN2CCOCC2)ccc2c(-c3ccccc3)cc(=O)oc12 | 0 | -3 | 3 | 15 | -3.9 | 10 | -2 | -5
Cc1nc(NCC2CCCO2)c2nnn(Cc3ccccc3)c2n1 (stereo unspecified) | x | -3 | x | 11 | -0.1 | 8 | 2 | x
Cc1ccc(S(=O)(=O)Nc2ccc3c(c2)C(=O)N([C@@H](C)CO)C[C@H](C)[C@@H](CN(C)S(=O)(=O)c2ccc(Cl)cc2)OCCCC[C@H](C)O3)cc1 | -1 | -10[16.7 µM] | -7 | 6 | 4.3 | x | 3 | 3
CCCCC(CC)C(=O)N1CCN(C(=O)c2ccco2)CC1 (stereo unspecified) | x | x | 6 | -12 | 0.6 | x | -1 | x

Other structures follow.
SMILES | Cneo AK release | miR122 inh | FN deposit inh | PGC1a acetyl inh | CFTR F508del cor | Statin myotox sup | INS-1E GSIS act | PglD inh
COc1ccc(CNC(=O)N2CCN(c3ccccc3OC)CC2)cc1 | 2 | -2 | -3 | 0 | -2.5 | 1 | -12 | 4
COCCCNC(=O)c1ccc([N+](=O)[O-])c(Cl)c1 | 2 | -10 | 5 | -2 | x | x | 16 | 6
Cc1nc(C(=O)Nc2ccccc2)sc1C(=O)Nc1ccccc1 | -3 | -2 | -1 | -2 | 2.1 | -4 | -12 | 2
CSCC[C@H](NC(=O)OC(C)(C)C)c1nnc(SCc2cccc(F)c2)o1 | -6 | 4 | x | -20 | x | 13 | x | -3
O=C(c1ccc(Cl)c([N+](=O)[O-])c1)N1CCN(S(=O)(=O)c2ccc(Cl)cc2)CC1 | -1 | -6 | 6 | -1 | -3.2 | -4 | x | -4
NCC[C@H]1CC[C@H](NC(=O)C2CCCC2)[C@@H](CO)O1 | -2 | 7[16.7 µM] | x | 4 | -2.8 | 2 | -7 | 2
COc1ccc(NC(=O)N(C)C[C@H]2Oc3ccc(NS(=O)(=O)c4ccc(C)cc4)cc3C(=O)N([C@H](C)CO)C[C@@H]2C)cc1 | x | 5[16.7 µM] | x | -9 | -1.4 | 11 | 29 | x
O=C(c1ccc(S(=O)(=O)N2CCCCCC2)cc1)N(c1ccccn1)C1CCCCC1 | 1 | 0 | 0 | -7 | -0.6 | -2 | -22 | 10
CCCc1cc(=O)oc2c(C)c(OCC(=O)NCc3ccccn3)ccc12 | 0 | 7 | -5 | -1 | -2.0 | 10 | 12 | -1
COc1ccc(C)cc1NC(=O)Nc1cccc(C(=O)O)c1 | x | x | -4 | -2 | 1.1 | x | -1 | x

Random excerpt: three entries already listed
SMILES | Cneo AK release | miR122 inh | FN deposit inh | PGC1a acetyl inh | CFTR F508del cor | Statin myotox sup | INS-1E GSIS act | PglD inh
O=C(c1ccc(Cl)c([N+](=O)[O-])c1)N1CCN(S(=O)(=O)c2ccc(Cl)cc2)CC1 | -1 | -6 | 6 | -1 | -3.2 | -4 | x | -4
CSCC[C@H](NC(=O)OC(C)(C)C)c1nnc(SCc2cccc(F)c2)o1 | -6 | 4 | x | -20 | x | 13 | x | -3
CCCc1cc(=O)oc2c(C)c(OCC(=O)NCc3ccccn3)ccc12 | 0 | 7 | -5 | -1 | -2.0 | 10 | 12 | -1

Bioassay records (PubChem)
